# MCF10A rerep – inducers of DNA re-replication in MCF 10A breast cells. MCF 10A DNA re-replication, Hoechst nuclear intensity, 48 h. Potency, µM (doses to about 46.1 µM), for inactives: at the highest dose activity, positive = re-replication, usual class: activators. hit rate 2.9% among 350,000; note: potency is the fitted concentration of half-maximal effect; % of control where 0% means no effect; nearly all actives have a fitted effect of over 50% in size
# KB-V1 MDR tox – KB-V1 MDR subline cytotoxicity | KB-V1 MDR cells viability, CellTiter-Glo, 72 h | Potency, µM (doses to about 46.1 µM), for inactives: at the top dose activity change, negative = cytotoxicity, most hits filed as cytotoxic | hit rate 3.4% among 400,000; note: potency is the fitted concentration of half-maximal effect; % is set by controls: 0 for no effect and ±100 for the full control effect; nearly all actives have a fitted effect of over 60% in size
#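 Following 72 h at 37 degrees C with compound, KB-V1 cell viability was read by CellTiter-Glo luminescence, medium being phenol-red-free DMEM plus 10% FBS; concentration-response parameters came from normalized, curve-fitted qHTS data.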
# SW480 rereplic – induces DNA re-replication in SW480 colon adenocarcinoma cells. AID 624297. SW480 DNA re-replication, Hoechst DNA content imaging, 48 h. hit rate 1.8% among 340,000. Potency, µM (titrated, usually from 46.1 µM), without a hit: at the highest dose re-replication activation, most hits filed as activators; note: potency is the fitted concentration of half-maximal effect; % of control where 0% means no effect; nearly all actives have a fitted effect of over 55% in size
#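 Cells (250 per well) received 23 nL compound or DMSO by pin tool and were kept 48 hr at 37 C, 5% CO2. Nuclei were then stained with Hoechst for 40 min and scanned for DNA content.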
# ATXN2 expr inh – inhibitors of ATXN2 expression. hit rate 0.72% among 360,000. HEK-293 ATXN2-luciferase reporter, luminescence, 24 h. Potency, µM (series often up to 57 µM), inactives show at the top dose activity change, negative = inhibition, most hits filed as inhibitors; note: potency is the fitted concentration of half-maximal effect; % is set by controls: 0 for no effect and ±100 for the full control effect; nearly all actives have a fitted effect of over 55% in size
#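 qHTS (up to 57 uM final) was run with 24 h compound exposure of reporter cells at 37 °C. Each well was multiplexed: SteadyGlo luminescence measured ATXN2-luciferase expression after a fluorogenic Gly-Phe-AFC viability readout (25 uM final).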
# IL1B secr inh – blocks inflammasome-driven IL-1 beta release | hit rate 4.7% among 360,000 | AID 743279 | activity change, % at 57.5 µM | THP-1 LPS/ATP IL-1B secretion, AlphaLISA, 16 h; active compounds read low; in the data active = activity change below about -50%; inconclusive = mostly about -30% to -49%; note: % is set by controls: 0 for no effect and ±100 for the full control effect
#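 THP-1 cells pretreated 1 hr with compounds (up to 57.5 uM final), then stimulated with LPS (250 ng/mL final) plus ATP (1.25 mM final); secreted IL-1B measured by AlphaLISA after 16 hr, decreased signal indicating inhibition.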
# KB-3-1 tox – KB-3-1 parental cell cytotoxicity; hit rate 1.4% among 400,000; KB-3-1 viability, CellTiter-Glo ATP luminescence, 72 h; Potency, µM (titrated, usually from 46.1 µM), for the others: at the top dose activity change, negative = cytotoxic, most hits filed as cytotoxic; note: potency is the fitted concentration of half-maximal effect; % is set by controls: 0 for no effect and ±100 for the full control effect; nearly all actives have a fitted effect of over 60% in size
#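 KB-3-1 parental drug-naive adenocarcinoma cells in DMEM/10% FBS, incubated 72 h at 37 C with pin-transferred compounds across a concentration series. Viability by CellTiter-Glo luminescence; concentration-response curves fitted after normalization.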
# HT1080-NT tox – kills 2HG-producing HT-1080-NT fibrosarcoma cells. HT-1080-NT fibrosarcoma viability, CellTiter-Glo ATP luminescence, 48 h. Potency, µM (series often up to 46.1 µM), for inactives: at the highest dose activity, negative = less viability, most hits filed as cytotoxic. hit rate 1.6% among 360,000. AID 686970;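 note: NT is the 2HG producing partner of a matched IDH1 knockdown line; potency is the fitted concentration of half-maximal effect; 0% = DMSO-treated cells and -100% = media-only wells without cells; nearly all actives have a fitted effect of over 55% in size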
#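 750 cells/well, RPMI + 5% FBS; 2 h settle, compound pin-transfer, 48 h at 37 degrees C. CellTiter-Glo 10 min RT, luminescence. Normalized to DMSO and media-only wells.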
# HT1080 IDH1KD tx – kills HT-1080 cells with IDH1 knockdown; HT-1080 IDH1 knockdown viability, ATP luminescence, 48 h; AID 686971; Potency, µM (doses to about 46.1 µM), for the others: at the top dose activity, negative = toxicity, hits mostly cytotoxic; hit rate 2% among 360,000;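 note: potency is the fitted concentration of half-maximal effect; 0% = DMSO wells and -100% = cell-free medium wells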
#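 % activity derives from luminescence (CellTiter-Glo), normalised to DMSO and no-cell wells. HT-1080-IDH1KD cells, 750/well, had 48 h compound exposure at 37 °C.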
# S2 tox – cell viability loss in ATXN counter-screen | S2 cells (HEK-293 line with an ATXN2-luciferase reporter) viability, CellTiter-Fluor protease fluorescence, 24 h | Potency, µM (doses to about 56.7 µM), most hits filed as cytotoxic | hit rate 0.49% among 400,000 | AID 651635; note: potency is the fitted concentration of half-maximal effect; nearly all actives have a fitted effect of over 40% in size
# Numbers without * were called inactive; i = inactive; u = inconclusive; x = not tested or not shown; [ ] = another dose, or the depositor's remark. Unless noted, calls come from the whole dose curve; as a rule, active = well fitted curve in the direction sought with a large enough effect; inconclusive = small, poorly fitted or top-dose-only effect, or another doubt; inactive = no such curve, though single readings can be large; an effect the other way counts as inactive or inconclusive.
Compound	MCF10A rerep	KB-V1 MDR tox	SW480 rereplic	ATXN2 expr inh	IL1B secr inh	KB-3-1 tox	HT1080-NT tox	HT1080 IDH1KD tx	S2 tox
CC(=O)Nc1ccc(/C(C)=N/Nc2nc(Nc3ccccc3)nc(N3CCOCC3)n2)cc1	12%	-1%	1%	4%	-25	-3%	u	u	x
CC(C)N(Cc1nccn1C)C(=O)c1ccc(OC2CCN(C(=O)C3CC3)CC2)cc1	-1%	4%	-4%	x	9	-13%	-1%	25%	i
Nc1nonc1-c1noc(-c2ccccc2)n1	5%	-17%	-1%	67%[activator]	-5	1%	12%	4%	i
CCNc1nc(C)cc(COC)c1C#N	25%	2%	-5%[9.22 µM]	2%	8	1%	3%	9%	i
O=C(Nc1cccc(C(F)(F)F)c1)c1n[nH]c(Cn2cncn2)n1	-2%	-11%	-4%	-8%	4	-22%	10%	-18%	i
COc1ccc(CC(=O)Nc2cccc(S(=O)(=O)N3CCOCC3)c2)cc1OC	0%	7%	-50%[inhibitor]	-31%	-14	u	-14%	-15%	i
CCc1ccc(NC(=O)CSc2nc(O)cc(=O)n2C2CCCC2)cc1	-46%[inhibitor]	6%	-2%	18%	1	1%	-16%	-9%	i
O=C(NCc1cccs1)c1ccncc1	-2%	17%	-12%	-2%	1	2%	17%	11%	i
C=CCN(Cc1ccc(OC)c(OC)c1)C(=O)N1CCOCC1	3%	8%	15%	-7%	17	23%	10%	1%	i
Cc1cccc(OC(=O)c2cncc(Br)c2)c1	-1%	23%	-4%	1%	4	2%	2%	0%	i
CC(C)c1ccc(S(=O)(=O)c2nnn3c2nc(N2CCCCC2)c2ccccc23)cc1	0%	-16%	-3%	2%	-4	-4%	1%	8%	i
COc1ccc(NC(=O)c2cccc(Oc3ccccc3)c2)cn1	u	u	u	-10%	-8	8.2µM*	5.2µM*	3.7µM*	u
O=C(NCc1ccccc1)c1nc(S(=O)(=O)Cc2ccccc2)ncc1Cl	u	22%	-18%	x	-98*	3%	u	u	u
CC1(c2ccccc2Cl)NC(=O)N(CC(=O)Nc2ccc(N3CCOCC3)cc2)C1=O (stereo not given)	-8%	12%	0%	10%	2	7%	1%	8%	i
COC(=O)c1ccc(NC(=O)c2ccc3nccnc3c2)cc1	-8%	-6%	-8%	0%	-27	-3%	1%	-5%	i
COc1ccc(CNC(=O)CSc2ncc3c(n2)-c2ccc(Cl)cc2N(Cc2ccccc2)S3(=O)=O)cc1	x	-6%	x	-3%	x	0%	x	x	i
CC(C)CCNC(=O)CCn1c(=S)oc2ccccc21	6%	-5%	0%	5%	6	12%	3%	5%	i
Cc1ccc(C2CC(c3ccco3)n3nc(N)nc3N2)cc1 (stereo not given)	1%	-2%	-5%	-5%	-6	-5%	12%	9%	i
Cc1[nH]nc2c1C(c1cccnc1)N(c1ccc(Br)cc1)C2=O (stereo not given)	-180%[0.0737 µM]	0%	3%	-6%	3	-1%	-6%	-21%	i
O=c1cccc(-c2ccccc2)[nH]1	1%	u	-8%	4%	24	0%	2%	-6%	i
CCOc1ncccc1C(=O)OCC(=O)Nc1ccc(-c2nc3ccc(C)cc3s2)cc1	13%	5%	u	2%	-7	u	-14%	-12%	i
O=c1c(-c2cc(-c3ccccc3)nc3c2COc2ccc(Cl)cc2-3)coc2ccc(F)cc12	x	u	x	-3%	x	7%	x	x	i
COc1ccccc1N1CCN(C(=O)C(C)NC(=O)c2cccc([N+](=O)[O-])c2)CC1 (stereo not given)	0%	u	-2%	-12%	6	-3%	-12%	-5%	i
CCCCCCNC(=O)O[C@H]1Cn2c(=O)ccc(=O)n2[C@@H]2CN(S(=O)(=O)c3ccc(C)cc3)C[C@]12O	x	8%	x	14µM*	-106*	16µM*	16µM*	23µM*	20µM*
COc1cccc(CN2CC(C(=O)NCCN3CCOCC3)CCC2=O)c1 (stereo not given)	0%	15%	-10%	5%	-1	1%	5%	11%	i
O=C1CC(c2ccc(F)cc2)Cc2nc(N3CCN(c4ccccc4)CC3)ncc21 (stereo not given)	u	-5%	-3%	-3%	-2	-24%	9%	8%	i
CCC1=C(OC(=O)N(CC)CC)N2C(=O)OC(=NCCOC)[C@]2(Cc2ccccc2)[C@H]2C1=CC[C@H]1C(=O)N(C)C(=O)[C@H]12	10%	5%	2%	-10%	-5	-1%	-3%	5%	i
COc1ccc(CNC(=O)CCS(=O)(=O)c2cc(Br)cc3c2N(C(C)=O)C(C)C3)cc1 (stereo not given)	x	7%	x	0%	x	5%	x	x	i
CCOC(=O)N1CCN(C(=O)c2ccc(-n3c(C)ccc3C)cc2)CC1	u	-23%	u	-11%	u	-11%	-9%	-12%	i
CN(C1CCCCC1)S(=O)(=O)Cc1ccccc1	13%	-4%	-3%	18%	-1	2%	21%	-1%	i
COC(=O)c1cccc(C23CC4(C2)[C@H](CN(C)[C@@H]4c2ccccc2)C3c2ccccc2)c1 (stereo not given in full)	u	-5%	-3%	10%	0	0%	-18%	-8%	i
COc1ccccc1N(CC(=O)NC1CCCCC1)C(=O)Cn1nnc(-c2ccc(C)o2)n1	7%	u	-1%	-9%	11	-2%	-3%	-1%	i
O=C(Cn1nc(-c2ccco2)ccc1=O)Nc1cc(Cl)ccc1Cl	-3%	-1%	2%	-2%	0	u	6%	-9%	i
N#CC1C(=O)c2ccccc2C1c1ccccc1 (stereo not given)	15µM*	-2%	18µM*	u	-104*	-2%	u	12µM*	u
c1cnn(-c2nc(N3CCOCC3)nc(N3CCOCC3)n2)c1	u	u	-2%	x	u	u	-19%	-28%	x
COc1ccc(C(=O)/C=C/Nc2cc(C)on2)c(OC)c1	u	u	-4%	52%[activator]	-9	7%	-14%	u	i
COc1cccc(/C=C2\SC(=O)N(CCC(=O)N3CCC(C(=O)O)CC3)C2=O)c1	-43%[inhibitor]	0%	-14%	1%	36	9%	8%	11%	i
CC(C)(C)c1ccc(NC(=O)c2ccc(=O)[nH]n2)cc1	-14%	-2%	1%	74%[activator]	16	-21%	14%	6%	i
COc1cc2c(cc1OC)CN(C(=O)CSc1nc(C)cc(C)c1C#N)CC2	16%	-8%	-3%	-9%	u	-17%	0%	-9%	u
CCOc1ccccc1C(=O)OCC(=O)Nc1ccc(OC(F)F)cc1	u	-7%	16%	10%	5	-2%	-8%	1%	i
CC1CC(C)CN(CCCNC(=O)Cc2c(C(=O)O)n(C)c3ccccc23)C1 (stereo not given)	6%	-1%	2%	-1%	-12	7%	-3%	5%	i
CCOC(=O)C1=C(C)NC(=S)NC1c1ccc(OCC(=O)N2CCCCCC2)cc1 (stereo not given)	13%	-17%	1%	-8%	6	18%	0%	-1%	i
CC(C)COC(=O)C1[C@H]2C(=O)N(Cc3cccs3)C[C@]23C=C[C@H]1O3 (stereo not given in full)	23%	-8%	-5%	0%	-8	-3%	7%	-7%	i
COc1ccc2oc(=O)c(C(=O)NCc3cccnc3)cc2c1	2%	2%	-8%	2%	-4	23%	19%	23%	i
CC(=O)Nc1ccc(N(C(=O)CNC(=O)c2ccco2)C(C(=O)NC2CCCC2)c2ccco2)cc1 (stereo not given)	u	0%	-3%	-12%	3	-3%	0%	4%	i
CC(=O)Nc1ccc(S(=O)(=O)Nc2nc3ccccc3nc2-n2ccc(=NC(=O)c3ccc(F)cc3)cc2)cc1	-1%	-2%	0%	-11%	25	9%	5%	9%	x
O=C(Cn1cc(C(=O)C2CCCCC2)c2ccccc21)Nc1ccccc1Cl	x	u	x	-17%	x	6%	x	x	u
FC(F)(F)c1cc(-c2ccccc2)nc(NCc2cccnc2)n1	u	u	u	-3%	-26	u	-19%	-26%	i
O=C(CN1C(=O)c2ccccc2C1=O)N1CCN(c2ccccc2)CC1	1%	5%	-8%	-1%	22	24%	9%	2%	i
Cc1cc(=O)oc2cc(OCC(=O)NC3CCCCC3)ccc12	5%	-17%	1%	-8%	-2	16%	20%	13%	i
CC(C)NC(=O)c1ccc(N(Cc2ccc(Cl)cc2)S(C)(=O)=O)cc1	-7%	-32%	-2%	8%	1	3%	-18%	-19%	i
Cc1sc(C2C(C#N)=C(N)N(c3ccc(Cl)cc3)C3=C2C(=O)CCC3)cc1CN1CCOCC1 (stereo not given)	x	-7%	x	-18%	x	-2%	x	x	u
CC(=O)Nc1ccc(S(=O)(=O)N2CCN(CC(=O)NC3CCCC3)CC2)cc1	2%	u	-6%	7%	-3	11%	4%	10%	i
COc1ccc(C(=O)COC(=O)c2ccc([N+](=O)[O-])s2)cc1OC	24%	0%	9%	-13%	10	2%	2%	0%	i
O=C(Nc1cccnc1)Nc1cccc([N+](=O)[O-])c1	1%	-2%	-5%[9.22 µM]	17%	u	2%	25%	10%	i
Cc1cn(-c2cc(NC(=O)c3ccc(C)c(NC(=O)c4cccc(-c5cn[nH]c(=O)c5)c4)c3)cc(C(F)(F)F)c2)cn1	u	5%	0%	-7%	-94*	4%	0%	0%	i
O=C(NNC(=O)c1ccco1)c1ccco1	x	13%	x	x	-9	-15%	0%	2%	i
Cc1[nH]c(C)c(S(=O)(=O)N(Cc2ccccc2)C(C)C)c1C(=O)N1CCCC1	-6%	3%	-15%	1%	8	5%	4%	12%	i

# High-throughput results deposited in PubChem by National Center for Advancing Translational Sciences (NCATS).
